Peg3 promoter: reduces Peg3 promoter-driven luciferase expression in HeLa; inhibition, % at 20 µM; HeLa PEG-Prom luciferase reporter, luminescence, overnight; AID 588405; hit rate 1.7% among 360,000;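 active = inhibition of at least 50% at 20 µM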
NR2E3 ag-1: human photoreceptor-specific nuclear receptor agonism | hit rate 0.35% among 360,000 | inhibition of corepressor binding, % at 3.98 µM | Q9Y5X4 | AID 602229 | CHO-S Gal4-NCOR/VP16-NR2E3 two-hybrid, luciferase;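 active = inhibition above the mean of all tested compounds plus 3 SD, cut at about 70% in these data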;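 note: 0% = DMSO with NR2E3 transfected cells and 100% = cells lacking NR2E3 construct; higher means lower luciferase signal from less NR2E3 corepressor binding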
Target sequence (Q9Y5X4 whole entry, looked up, the tested form may be a part): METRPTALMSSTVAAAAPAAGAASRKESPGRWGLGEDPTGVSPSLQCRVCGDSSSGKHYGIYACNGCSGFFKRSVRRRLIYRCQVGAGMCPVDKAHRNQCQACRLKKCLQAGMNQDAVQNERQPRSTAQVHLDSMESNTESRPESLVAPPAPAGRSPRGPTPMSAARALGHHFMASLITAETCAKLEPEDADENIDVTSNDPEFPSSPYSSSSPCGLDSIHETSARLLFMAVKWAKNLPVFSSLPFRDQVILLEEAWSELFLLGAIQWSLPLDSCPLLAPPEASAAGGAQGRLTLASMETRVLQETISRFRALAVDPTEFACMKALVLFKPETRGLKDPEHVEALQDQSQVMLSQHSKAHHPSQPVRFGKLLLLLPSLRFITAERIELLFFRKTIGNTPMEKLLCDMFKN
MITF TRPM1 inh: inhibitors of MITF-driven TRPM1 promoter in melanoma cells; SK-MEL-5 TRPM1 promoter luciferase, 24 h; inhibition, % at 12.5 µM; hit rate 0.83% among 330,000;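 active = mean inhibition across replicates of 60% or more, whatever share of single replicates reaches that level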; note: values of inactives mirror those of a sister screen read the other way
KKLEB cytotox: counter-screen for CF NF-kB inhibitors: cytotoxicity | KKLEB CF airway cells viability, ATPlite luminescence, overnight; hits give low values; cells stimulated with P. aeruginosa culture filtrate | activity change (cytotoxicity), % at 5 µM | hit rate 0.36% among 360,000 | AID 602141;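 active = corrected activity change at or below -50% at 5 µM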
NR2E3 ag-2: activates human photoreceptor nuclear receptor NR2E3. Q9Y5X4. GST-NR2E3/biotin-RetCOR TR-FRET, 1536-well. inhibition of corepressor binding, % at 4.78 µM. hit rate 0.12% among 320,000. AID 2300;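 active = percent inhibition above the cutoff of mean plus 3 SD of all tested compounds, set per screening campaign, cut at about 20% in these data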;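 note: 0% = DMSO wells and 100% = biotin wells as full block of FRET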
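System: GST-NR2E3 and biotin-RetCOR proteins; probe or stimulus: 7 nM biotin-RetCOR; doses: compound at 4.8 µM, single dose; schedule: Compound–protein incubation for 5 h at 4 °C; detection: time-resolved FRET; read-out: percent inhibition; controls: biotin wells as high control, 0.6% DMSO wells as low control; format: 1536-well plates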
Shn3 inh set2: Schnurri-3 reporter inhibition in Clone20 osteoblasts; hit rate 0.52% among 360,000; Clone20 osteoblast Shn3 3'UTR firefly luciferase, 24 h; inhibition, % at 12.5 µM;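 active = mean inhibition of at least 75% with every replicate also reaching 75%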;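 note: 0% = median of neutral control wells and 100% = pilot-screen positive control compound; some compounds past the cut are filed as inactive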
CF NFkB inh: cystic fibrosis NF-kB activation inhibition | KKLEB NF-kB-GFP reporter, PAF-induced, GFP fluorescence overnight | inhibition, % at 5 µM | AID 588850 | hit rate 0.86% among 360,000;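 active = at least 50% inhibition at 5 µM, scaled per plate between neutral and stimulator controls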;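 note: PAF is a Pseudomonas aeruginosa culture filtrate used as stimulus; plate controls were PAF-stimulated DMSO wells for no effect and unstimulated DMSO wells for full effect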
LMP1 NFkB inh: reduces LMP1-driven NF-kappaB luciferase signal; hit rate 0.69% among 350,000; AID 504558; inhibition, % at 12.5 µM; LMP1-induced NF-kappaB luciferase reporter cells, luminescence; in the data active = inhibition above about 41%;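 note: 0% = neutral control wells and 100% = reference inhibitor control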
TRAIL sens C8: caspase-8 TRAIL sensitization; NB7+C8 cells + TRAIL, ATPlite viability luminescence; inhibition (viability loss, TRAIL sensitization), % at 10 µM; hit rate 1% among 360,000;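 active = compounds causing at least 50% loss of cell viability in the single-dose screen, relative to plate controls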
iPSC survival up: increases survival of single human iPS cells; hiPSC single-cell survival, ATPlite luminescence; 100% = ROCK inhibitor wells, 0% = DMSO; survival enhancement, % at 20 µM; hit rate 0.044% among 360,000; in the data active = survival enhancement above about 18%;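 note: cells exposed to compounds for 16 hours before the ATP read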
HIF-2a block: inhibitors of HIF-2a; 786-0 RCC cells HIF-2a reporter, luciferase luminescence, overnight; inhibition, % at 18.8 µM; hit rate 0.72% among 360,000;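 active = inhibition of the luminescence signal of 40% or more relative to plate controls, in a single-dose primary screen at 18.75 µM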
* = called active by the depositor; x = not tested or not shown. The list is partial. The share of hits here may be higher or lower than overall.

[1] COc1ccc(C(CNC(=O)COc2ccccc2C)N2CCCC2)cc1 (stereo unspecified)
[2] Cc1cc(C)c(NC(=O)COC(=O)c2c(C)noc2C)c(Cl)c1
[3] Cc1nc(C)c(C(=O)OCC(=O)NCCc2ccc(S(N)(=O)=O)cc2)s1
[4] CCS(=O)c1ccccc1C(=O)O (stereo unspecified)
[5] CC(C)(O)CCc1c(-c2ccc(O)cc2O)oc2c3c(cc(O)c2c1=O)OC(C)(C)C=C3
compound no.	1	2	3	4	5
Peg3 promoter	-9	-7	8	-14	31
NR2E3 ag-1	3	10	-19	-29	-13
MITF TRPM1 inh	-7	-5	2	5	x
KKLEB cytotox	1	1	11	0	-23
NR2E3 ag-2	1	0	1	0	-2
Shn3 inh set2	3	3	5	-1	35
CF NFkB inh	-9	-11	10	-15	9
LMP1 NFkB inh	1	2	-1	-1	-43
TRAIL sens C8	-4	10	-2	1	20
iPSC survival up	2.0	-0.6	-1.8	-1.4	2.3
HIF-2a block	-8	16	10	4	-1

[6] C=C(C)C1CC=C(C)/C(=N/NC(=O)c2ccccc2[N+](=O)[O-])C1 (stereo unspecified)
[7] CCC(C)NC(=O)C1CCCN1S(=O)(=O)c1ccc(Cl)cc1 (stereo unspecified)
[8] CSc1nc(-c2ccco2)cc(-c2ccccc2)c1C#N
[9] CCCCn1c(=O)[nH]c(=O)c2c1nc(-c1ccc(-c3ccccc3)cc1)n2C
[10] CN(C)/C=C/C(=O)c1cccc([N+](=O)[O-])c1
compound no.	6	7	8	9	10
Peg3 promoter	4	8	-6	-1	0
NR2E3 ag-1	-25	-17	-22	-22	-8
MITF TRPM1 inh	-4	-8	4	0	4
KKLEB cytotox	14	0	-2	-8	2
NR2E3 ag-2	1	-1	1	7	3
Shn3 inh set2	9	7	13	13	7
CF NFkB inh	-12	-5	-16	6	-15
LMP1 NFkB inh	-1	-12	3	-9	-10
TRAIL sens C8	-1	-12	-1	1	2
iPSC survival up	-2.1	-0.5	1.2	1.2	-0.4
HIF-2a block	20	5	7	8	-8

[11] COc1ccc(S(=O)(=O)NCc2ccco2)cc1NC(=O)c1ccccc1
[12] Cc1onc(-c2c(F)cccc2Cl)c1C(=O)OCn1nnc2ccccc2c1=O
[13] CC1=Nc2cccc([N+](=O)[O-])c2NC(=O)C1
[14] Cn1nc(C(=O)Nc2sc3c(c2C#N)CCCC3)ccc1=O
[15] CCCCCCNc1nc(Cl)nc(NC(C)(C)CO)n1
compound no.	11	12	13	14	15
Peg3 promoter	20	15	4	5	9
NR2E3 ag-1	-12	2	-1	-26	13
MITF TRPM1 inh	8	6	-4	-4	0
KKLEB cytotox	7	1	-6	0	-10
NR2E3 ag-2	1	-1	x	-3	-4
Shn3 inh set2	-1	19	-2	-4	-1
CF NFkB inh	-6	0	-3	-12	16
LMP1 NFkB inh	-2	-6	-6	-2	5
TRAIL sens C8	-1	3	-2	0	7
iPSC survival up	-0.2	0.3	-1.6	-0.3	0.4
HIF-2a block	4	11	14	8	5

Along the list, as entered above.
MITF TRPM1 inh, compounds 12 to 15 → 6, -4, -4, 0

Next part
[16] CCOC(=O)c1cccc(NC(=O)CSc2nnc(-c3cccnc3)n2C)c1
[17] OCc1cn(-c2ccccc2)nc1-c1ccc(Br)cc1
[18] Cc1ccccc1C(=O)Nc1ccnn1C1CCN(Cc2cnn(C)c2)CC1
[19] CCc1cc2c(-c3ccccc3)cc(=O)oc2cc1OCC(C)=O
[20] CC1CC(NC(=O)/C(C#N)=C/c2ccc[nH]2)CC(C)(C)C1 (stereo unspecified)
compound no.	16	17	18	19	20
Peg3 promoter	5	-250	8	11	12
NR2E3 ag-1	-35	-48	-9	1	-13
MITF TRPM1 inh	3	-59	12	2	5
KKLEB cytotox	2	-5	3	0	-6
NR2E3 ag-2	-5	-4	-1	3	-5
Shn3 inh set2	-5	-46	1	2	-9
CF NFkB inh	-2	20	2	4	-3
LMP1 NFkB inh	-4	-20	5	1	4
TRAIL sens C8	12	-12	-12	-7	6
iPSC survival up	3.1	0.6	-0.4	-0.5	0.1
HIF-2a block	8	-296	13	-9	21

Another view of some results above:
no.	SMILES	Peg3 promoter	NR2E3 ag-1	MITF TRPM1 inh	KKLEB cytotox	NR2E3 ag-2	Shn3 inh set2	CF NFkB inh	LMP1 NFkB inh	TRAIL sens C8	iPSC survival up	HIF-2a block
17	OCc1cn(-c2ccccc2)nc1-c1ccc(Br)cc1	-250	-48	-59	-5	-4	-46	20	-20	-12	0.6	-296
18	Cc1ccccc1C(=O)Nc1ccnn1C1CCN(Cc2cnn(C)c2)CC1	8	-9	12	3	-1	1	2	5	-12	-0.4	13
19	CCc1cc2c(-c3ccccc3)cc(=O)oc2cc1OCC(C)=O	11	1	2	0	3	2	4	1	-7	-0.5	-9

New compounds follow:
[21] COCCNC(=O)c1onc(CSc2nc3ccccc3[nH]2)c1C(=O)NCCOC
[22] CC1CCN(C(=O)COC(=O)c2ccc(F)c(S(=O)(=O)N3CCOCC3)c2)CC1
[23] Cc1cc(NC(=O)C2CCCCC2)ncc1NC(=O)c1ccccn1
[24] COC(=O)c1cccc(NC(=O)CSCc2ccccc2)c1
[25] COc1cccc(/C=N/Nc2ccc(S(=O)(=O)O)cc2)c1O
compound no.	21	22	23	24	25
Peg3 promoter	12	-13	-111	-34	11
NR2E3 ag-1	-43	-1	-3	14	-8
MITF TRPM1 inh	-5	-4	-17	-15	-2
KKLEB cytotox	0	-19	11	7	5
NR2E3 ag-2	-2	3	1	-1	-1
Shn3 inh set2	-9	5	-28	-3	-1
CF NFkB inh	16	17	-14	-9	6
LMP1 NFkB inh	-6	-1	-4	3	-15
TRAIL sens C8	6	-2	-4	-34	-3
iPSC survival up	1.3	0.9	-2.1	0.3	0.1
HIF-2a block	18	-7	-130	-98	18

[26] CSCC[C@H](NC(=O)Nc1ccc(C)cc1C)C(=O)O
[27] COc1cccc(NC(=O)N2CCC(NC(=O)C(Cc3ccccc3F)NC(C)=O)CC2)c1 (stereo unspecified)
[28] CCn1cc(CN2CCC(C(=O)Nc3cccc(-c4cccc(Cl)c4)c3)CC2)cn1
[29] Cc1nc2sccn2c(=O)c1S(=O)(=O)NCCc1ccccc1
[30] O=C1OCCC1Sc1nnc(-c2ccc(F)cc2)n1Cc1ccccc1 (stereo unspecified)
compound no.	26	27	28	29	30
Peg3 promoter	-7	11	54*	5	18
NR2E3 ag-1	-3	0	-6	-8	-15
MITF TRPM1 inh	7	5	5	x	2
KKLEB cytotox	-1	-3	-9	17	-11
NR2E3 ag-2	0	0	-1	0	0
Shn3 inh set2	9	-1	-3	-18	5
CF NFkB inh	-4	0	25	-12	14
LMP1 NFkB inh	-19	2	0	2	-4
TRAIL sens C8	13	-12	33	2	-1
iPSC survival up	-1.4	0.0	-0.4	0.4	-0.5
HIF-2a block	-3	17	21	-1	33

[31] O=C(NCC1CCCO1)/C(=C/c1ccccc1F)NC(=O)c1ccccc1 (stereo unspecified)
[32] Cc1ccc(OCC(=O)NCCCNC(=O)c2ccco2)cc1
[33] CCOc1ccc(-n2ccnc2SCC(=O)Nc2nnc(CC)s2)cc1
[34] COc1ccc(C(=O)CSc2nccn2C)c(OC)c1
[35] O=C(c1cccc2c1-c1ccccc1C2)N1CCCCC1
compound no.	31	32	33	34	35
Peg3 promoter	-3	-14	10	-247	17
NR2E3 ag-1	6	-15	-6	-85	4
MITF TRPM1 inh	4	-11	4	-61	-8
KKLEB cytotox	2	-3	5	19	5
NR2E3 ag-2	0	-2	0	x	-4
Shn3 inh set2	-5	-16	7	-79	-17
CF NFkB inh	-14	15	-8	-8	3
LMP1 NFkB inh	-4	-3	3	-10	2
TRAIL sens C8	-12	-23	3	14	-9
iPSC survival up	-0.2	0.0	3.7	-0.4	1.1
HIF-2a block	0	8	8	-148	25

[36] N=c1c(C(=O)NC2CCCCC2)cc2c(=O)n3ccccc3nc2n1Cc1ccc(F)cc1
[37] Cc1ccccc1CC(=O)Nc1sc(C(C)C)cc1C(=O)N1CCOCC1
[38] O=C(NCCc1c[nH]c2ccccc12)c1ccc(Br)o1
[39] CCOc1ccc(OCCC(=O)N(CCCOC)c2c(N)n(Cc3ccccc3)c(=O)[nH]c2=O)cc1
[40] CCOC(=O)CNC(=O)CSc1nnc(-c2ccncc2)n1-c1ccc(Cl)cc1
compound no.	36	37	38	39	40
Peg3 promoter	-5	17	-109	-2	5
NR2E3 ag-1	4	-18	-47	-30	-9
MITF TRPM1 inh	2	-5	-29	-8	7
KKLEB cytotox	-5	12	-8	-9	-28
NR2E3 ag-2	2	4	x	-1	1
Shn3 inh set2	15	5	-13	12	-13
CF NFkB inh	6	4	-4	-3	3
LMP1 NFkB inh	7	1	-23	7	2
TRAIL sens C8	14	-14	18	-1	-6
iPSC survival up	0.6	-0.3	-0.7	-0.3	1.3
HIF-2a block	3	6	-123	-4	-4

[41] CCN(CC)S(=O)(=O)c1ccc(Oc2ccccc2)c(N)c1
[42] COC(=O)c1cc(Oc2ccc(S(=O)(=O)N3CCOCC3)cc2[N+](=O)[O-])cc(C(=O)OC)c1
[43] O=C(NCC1CCCO1)c1ccc(C(=O)NCC2CCCO2)cc1 (stereo unspecified)
[44] O=C1C2C(C(=O)N1/N=C/c1ccco1)C1C=CC2C12CC2 (stereo unspecified)
[45] Cn1ccc2c(-c3cccc(C=O)c3)cc3c(c21)C1CCC3C1 (stereo unspecified)
[46] O=C(COc1ccc(Br)cc1)N1CCOCC1
compound no.	41	42	43	44	45	46
Peg3 promoter	14	8	12	4	20	-19
NR2E3 ag-1	18	-8	12	-3	-12	-6
MITF TRPM1 inh	-6	22	-11	2	x	-6
KKLEB cytotox	5	-8	2	-4	-2	-9
NR2E3 ag-2	-5	0	3	-2	x	4
Shn3 inh set2	9	9	-14	17	8	-15
CF NFkB inh	-14	8	7	-4	19	22
LMP1 NFkB inh	-2	-1	-2	-17	x	-4
TRAIL sens C8	5	-10	-2	1	-8	14
iPSC survival up	-0.1	3.2	11	-1.0	1.4	2.9
HIF-2a block	6	-1	6	-2	2	-31

Ordered by number of heavy atoms (descending): some entries from above
[42] COC(=O)c1cc(Oc2ccc(S(=O)(=O)N3CCOCC3)cc2[N+](=O)[O-])cc(C(=O)OC)c1
[41] CCN(CC)S(=O)(=O)c1ccc(Oc2ccccc2)c(N)c1
[44] O=C1C2C(C(=O)N1/N=C/c1ccco1)C1C=CC2C12CC2 (stereo unspecified)
compound no.	42	41	44
Peg3 promoter	8	14	4
NR2E3 ag-1	-8	18	-3
MITF TRPM1 inh	22	-6	2
KKLEB cytotox	-8	5	-4
NR2E3 ag-2	0	-5	-2
Shn3 inh set2	9	9	17
CF NFkB inh	8	-14	-4
LMP1 NFkB inh	-1	-2	-17
TRAIL sens C8	-10	5	1
iPSC survival up	3.2	-0.1	-1.0
HIF-2a block	-1	6	-2

Screening data deposited in PubChem by several laboratories.
